Screening data as filed in PubChem.
Ba/F3 V617F tox: lowers viability of Ba/F3 cells expressing EpoR and JAK2V617F | hit rate 1.1% among 220,000 | inhibition, % at 5.6 µM | AID 1446 | ATP luminescence;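 active = inhibition above the campaign mean plus 3 SD over all tested compounds, cut at about 24% in these data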;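 also: cytokine-independent growth of Ba/F3 cells driven by EpoR plus mutant JAK2; 0% = DMSO-treated cells and 100% = JAK inhibitor I control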
TRPN1 ag: agonists of zebrafish TRPN1 channel. hit rate 0.18% among 220,000. activation, % at 3 µM. HEK293 zebrafish TRPN1-YFP, Fluo-8 calcium fluorescence; 100% = response to 87 µM carbachol;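 active = activation above its plate's cutoff, the mean activation of test wells on that plate plus 3 SD, cut at about 19% in these data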;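 also: 0% = DMSO alone and 100% = 87 µM carbachol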
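Assay system: Zebrafish TRPN1-YFP in HEK293 cells | Incubation: Dye loading 1 h at 37 °C, then 30 min room temperature | Measured by: Kinetic Fluo-8 fluorescence, ex 470-495, em 515-575 nm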
CHOP inh: blocks CHOP induction under ER stress. CHO-K1 CHOP-promoter luciferase, tunicamycin-induced, 15-18 h. inhibition, % at 10 µM. hit rate 3.8% among 220,000;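 active = compounds that reduced the stress-induced luciferase reporter signal by more than about 70% of percent inhibition, limit read from the data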;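 also: 0% = tunicamycin plus vehicle and 100% = wells without tunicamycin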
Wee1 stabilizer: inhibitors of human Wee1 degradation; hit rate 1.2% among 220,000; reporter increase, % at 5 µM; P30291; HeLa Luc-Wee1K328M stability, luciferase luminescence; 100% = proteasome inhibitor MG132 effect;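 active = activation above the mean of all tested compounds plus 3 SD, set per screening run, cut at about 8.8% in these data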;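 also: cells exposed to compound for 20 h before luminescence read; 0% = DMSO alone and 100% = MG132 at 30 µM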
Target sequence (P30291 whole entry K328M): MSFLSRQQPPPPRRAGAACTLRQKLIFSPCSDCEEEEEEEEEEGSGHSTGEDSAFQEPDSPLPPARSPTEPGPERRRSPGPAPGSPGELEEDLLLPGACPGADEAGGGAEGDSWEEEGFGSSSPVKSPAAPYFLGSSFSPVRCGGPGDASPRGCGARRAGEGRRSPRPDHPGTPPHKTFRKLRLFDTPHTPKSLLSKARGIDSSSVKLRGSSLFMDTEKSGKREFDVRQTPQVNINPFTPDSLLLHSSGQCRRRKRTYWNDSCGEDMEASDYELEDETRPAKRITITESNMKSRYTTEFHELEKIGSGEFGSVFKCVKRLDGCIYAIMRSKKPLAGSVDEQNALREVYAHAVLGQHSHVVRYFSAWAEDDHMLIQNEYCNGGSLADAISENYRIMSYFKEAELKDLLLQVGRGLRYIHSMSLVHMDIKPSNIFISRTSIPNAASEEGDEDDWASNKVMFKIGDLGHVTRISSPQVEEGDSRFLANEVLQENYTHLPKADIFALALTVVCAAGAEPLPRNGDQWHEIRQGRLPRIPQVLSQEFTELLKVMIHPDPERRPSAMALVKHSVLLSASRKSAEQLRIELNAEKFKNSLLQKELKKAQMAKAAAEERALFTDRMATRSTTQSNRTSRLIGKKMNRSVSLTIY
TRPML3 ag: agonists of human TRPML3 channel; Q8TDD5; HEK293 TRPML3-YFP, Fluo-8 calcium fluorescence; 100% = the carbachol control signal; activation, % at 3 µM; hit rate 0.29% among 220,000; AID 1448;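 active = activation above its plate's cutoff, the mean activation of the plate's test wells plus 3 SD, cut at about 12% in these data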;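 also: 0% = DMSO only wells and 100% = carbachol wells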
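Material: HEK293 cells stably carrying human TRPML3-YFP; compound dosing: single dose, 3 µM final nominal compound, 0.3% DMSO final; incubation: 1-h 37 °C dye load, 5-s basal, 120-s post-compound reads; technique: Fluo-8 intracellular calcium fluorescence, excitation 470-495 nm, emission 515-575 nm; read-out basis: percent activation from peak-to-basal fluorescence ratio, scaled between DMSO and carbachol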
RBBP9 inh: inhibitors of human serine hydrolase RBBP9. inhibition, % at 7.94 µM. hit rate 0.2% among 220,000. recombinant RBBP9, FP-Rh probe fluorescence polarization. AID 1515;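 active = inhibition above the campaign mean of all tested compounds plus 3 SD, cut at about 14% in these data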;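 also: plate controls were DMSO wells with RBBP9 for no effect and wells lacking RBBP9 protein for full effect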
Target sequence (O75884 whole entry, looked up): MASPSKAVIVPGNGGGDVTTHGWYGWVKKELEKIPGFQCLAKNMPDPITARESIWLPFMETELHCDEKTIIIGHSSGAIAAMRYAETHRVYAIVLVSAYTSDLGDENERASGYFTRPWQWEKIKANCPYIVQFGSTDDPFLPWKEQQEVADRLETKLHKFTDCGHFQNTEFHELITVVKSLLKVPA
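Test system – recombinant human RBBP9 · Input – RBBP9 2.5 µM in dispensing solution, pre-mixing · Medium – Tris buffer pH 8.0, NaCl, Pluronic · Schedule – preincubation 30 min plus labeling 45 min at 25 °C · Measured by – fluorescence polarization · Measure – % inhibition · Controls – DMSO and no-protein wells · Replicates – one well per compound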
BaF3 tox: counter-screen for JAK2V617F inhibitors: parental Ba/F3 viability inhibitors; hit rate 1.1% among 220,000; CellTiter-Glo ATP luminescence; AID 1486; inhibition, % at 5.6 µM;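 active = inhibition above a per-campaign cutoff, the mean inhibition of all tested compounds plus 3 SD, cut at about 27% in these data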;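 also: 0% = DMSO wells and 100% = JAK Inhibitor I control wells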
TNF death inh: TNF-alpha cell death inhibition in Jurkat FADD-/- cells; activation (protection from cell death), % at 10 µM; Jurkat FADD-/- TNF necroptosis rescue, ATP luminescence, 24 h; 0 = TNF only, 100 = no-TNF cells; hit rate 0.068% among 220,000;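 active = activation, meaning protection from cell death, of at least 50% relative to plate controls; inactive = activation below 50%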;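 also: necroptosis triggered by 40 ng/mL TNF-alpha added together with compound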
PPC-1+TRAIL kill: PPC-1 cancer cell killing with TRAIL present; hit rate 0.41% among 220,000; cell killing (% activity), % at 4 µM; PPC-1 cells + TRAIL, ATPLite viability luminescence;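 active = cell killing above 50% in the first pass at 4 µM, then a duplicate retest at 5 µM averaging 50% or more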;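 also: plate controls were cells with TRAIL plus DMSO for no effect and medium-only wells lacking cells for full effect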
* marks the source's active call; other numbers are inactive results; . = not tested or not shown.

The opening 2 entries as a preview:
Compound	TRPML3 ag	TRPN1 ag	Wee1 stabilizer	RBBP9 inh	BaF3 tox	Ba/F3 V617F tox	TNF death inh	PPC-1+TRAIL kill	CHOP inh
CCCC(=O)Nc1c(O)c2ccccc2[nH]c1=O	1.4	0.5	4	4	7	0	-0.1	4	-8
O=C1CCC2CCCCC2(O)O1 (configuration not stated)	1.4	1.4	2	-3	3	0	-2.2	1	-3

The list itself, repeating the preview:
Compound	TRPML3 ag	TRPN1 ag	Wee1 stabilizer	RBBP9 inh	BaF3 tox	Ba/F3 V617F tox	TNF death inh	PPC-1+TRAIL kill	CHOP inh
CCCC(=O)Nc1c(O)c2ccccc2[nH]c1=O	1.4	0.5	4	4	7	0	-0.1	4	-8
O=C1CCC2CCCCC2(O)O1 (configuration not stated)	1.4	1.4	2	-3	3	0	-2.2	1	-3
COc1cc(C(=O)Nc2ccc(S(=O)(=O)Nc3onc(C)c3C)cc2)cc(OC)c1OC	-0.2	-0.3	-1	-3	6	2	-0.4	26	19
CCOc1ccccc1N1CCN(Cc2ccc(OC)c(OC)c2OC)CC1	-0.1	-1.1	1	-12	3	1	1.5	3	3
Cc1nc2ncnn2c(C)c1CCC(=O)NCCC1=CCCCC1	-0.2	1.5	3	-8	7	5	0.3	6	-9
O=C(CSc1nnc2ccccn12)c1ccc(Cl)cc1	1.3	-0.4	7	-2	6	4	-0.1	.	-23
NC(=O)CSc1nnc(-c2cccc(S(=O)(=O)N3CCOCC3)c2)n1C1CCCCCC1	0.3	0.4	-2	8	2	-4	0.6	-6	7
CCC/C(=N\NC(=O)c1cccc(C)c1)c1ccccc1	0.5	0.5	-3	3	1	-1	1.9	22	21
C/C(N)=C(/C#N)C(=O)COC(=O)c1ccccc1O	0.7	1.9	0	3	4	-1	0.6	8	-12
CCC(CC)c1nnc(NC(=O)c2cccnc2SC)s1	0.5	-1.7	-3	-10	1	-5	-2.7	12	3
CC(=O)Nc1ccc(S(=O)(=O)NNC(=O)c2cccc(Cl)c2)cc1	0.2	0.8	3	-9	4	3	-1.2	-14	-10
CN(C)C(=O)c1cn(-c2ccccc2)nc1-c1cc2ccccc2o1	0.3	-0.4	-3	6	0	-2	2.3	38	-7
O=C(NCc1ccco1)c1cc(-c2ccccc2)nc2ccccc12	1.7	1.7	-3	-10	1	3	-1.3	16	15
Cc1ccc(SCc2ccc(C(=O)Nc3cccc([N+](=O)[O-])c3)cc2)cc1	-0.5	1.8	1	-3	0	-4	-0.3	13	44
NS(=O)(=O)c1ccc(CCNC(=O)CSc2ccc3ccccc3c2)cc1	1.1	2.0	-2	-4	12	1	-3.1	20	24
c1nc(NCC2CCCO2)c2[nH]cnc2n1 (configuration not stated)	0.7	1.4	-2	-7	2	-1	0.3	.	.
Cc1ccc(NC(=O)N/C=C/c2ccco2)cc1	-0.2	0.1	-1	-4	4	-2	-3.8	9	-49
NC(=O)c1c(NC(=O)c2cccnc2)sc2c1CCCC2	0.5	0.1	5	0	12	6	-0.8	.	-16
NC(=S)N/N=C/c1ccc(-c2cc(Cl)ccc2Cl)o1	-1.5	-1.9	-1	-4	9	1	-17	-6	-12
CC(C)OC(=O)c1cccc2c1C(=O)c1ccccc1-2	-1.2	-3.1	2	-7	1	-4	1.5	-9	15
CNS(=O)(=O)c1cc2c3c(cccc3c1)C(=O)NC2=O	0.4	0.3	-1	-5	4	-1	-7.5	3	25
Cc1cc2oc(=O)cc(CN3CCN(S(=O)(=O)c4cccs4)CC3)c2cc1C(C)C	0.6	-0.4	1	-5	2	-1	-2.1	4	23
O=Cc1c(N2CCOCC2)nc2ccccn2c1=O	0.8	-0.6	-1	1	6	2	-0.4	11	12
COc1ccc(C(C(=O)NC2CCCCC2)N(C(=O)c2cccs2)c2ccc3c(c2)OCO3)cc1 (configuration not stated)	0.4	0.0	2	-5	6	-1	-5.1	-1	33
Cc1cc(C)n(-c2ccc(S(=O)(=O)N3CCOCC3)cc2[N+](=O)[O-])n1	0.2	-0.9	-2	-6	0	1	4.0	7	1
CCOC(=O)C1CCN(CC(=O)Nc2c(C(=O)OC)[nH]c3cccc(Cl)c23)CC1	0.5	3.4	1	-9	5	1	-6.2	1	25
O=[N+]([O-])c1ccc(C(=S)N2CCN(c3ccc(F)cc3)CC2)cc1	-0.9	-3.9	-1	15*	0	0	0.9	36	7
CCCn1c(SCC(=O)Nc2nc3c(s2)CCCC3)nc2c1c(=O)n(C)c(=O)n2C	0.5	0.3	0	-11	3	2	-0.1	9	71*
CCc1cc2c(=O)n(CCC(C)C)c(=S)[nH]c2s1	0.4	0.7	3	-10	3	-5	-0.2	15	-10
O=C(Cc1cccs1)N1CCN=C1SCc1ccccc1F	0.1	-2.0	5	3	3	2	5.1	24	16
CCN(CC)C(=O)c1cnn(-c2ccccc2)c1NC(=O)c1ccco1	0.7	0.9	-1	-9	2	0	0.4	11	8
CCc1c(C)nc2ncnn2c1NCCc1ccc(OC)cc1	3.9	5.7	-1	-3	57*	63*	-11	-5	.
CS(=O)(=O)N1CCCC(C(=O)Nc2ccc(F)cc2F)C1 (configuration not stated)	0.8	1.4	-2	-9	5	-1	0.1	2	-6
Cc1nc2nc(SCC(=O)NCc3ccco3)nn2c(C)c1Cc1c(F)cccc1Cl	0.0	0.7	-1	-3	4	-1	-4.0	-13	-6
Cc1ccc(NC(=O)COC(=O)Cn2cnc3c2c(=O)n(C)c(=O)n3C)c(Cl)c1	1.1	2.9	-1	-2	7	-1	-0.2	-4	15
O=C(COc1ccc(Cl)cc1)Nc1ccccc1C(=O)NCc1ccco1	-0.2	0.4	0	-5	3	0	2.1	-1	97*
C=CCn1c2ccccc2c2nnc(SCc3[nH]c(=O)[nH]c3C(=O)CCCCC(=O)OCC)nc21	-0.2	-1.7	0	-2	-1	-2	2.0	-3	13
O=C(NCCc1ccncc1)Nc1ccc(F)cc1	0.3	1.9	0	-1	-3	-2	6.2	-10	8
Cc1cc(OCc2nnc(SC(C)C(=O)O)n2Cc2ccccc2)ccc1Cl (configuration not stated)	0.5	1.4	18*	-3	7	-1	0.4	-9	6
COc1ccc2c(c1)CCc1cn3nc(C)cc3nc1-2	-0.9	-3.2	0	-9	7	2	-5.0	-4	48
Cc1ccc(C)c(OCCn2c(=O)c3c(ncn3C3CCCC3)n(Cc3ccccc3)c2=O)c1	-0.4	-0.5	0	-13	8	4	0.5	-4	45
Cc1ccc(/C=N/NC(=O)c2cccnc2)s1	0.1	0.9	-3	-10	-6	2	-0.5	23	-16
CC1=CC(C)(C)Nc2ccc(OC(=O)C(C)N3C(=O)c4ccccc4C3=O)cc21 (configuration not stated)	-0.2	0.9	-5	0	80*	1	-23	8	-27
N#Cc1cc([N+](=O)[O-])cnc1N(CCO)CCO	0.8	0.9	-3	-3	1	-1	1.2	2	22
COC(=O)/C=C/c1sc2nc(C)cc(C)c2c1N=CN(C)C	0.3	-0.9	0	-1	5	1	-0.8	-21	14
CCCc1nc(NCc2ccncc2)c2nnn(Cc3ccccc3F)c2n1	-0.2	-1.4	-2	-2	4	-4	-1.8	7	50
Cc1c(CN(C)C)c2c(n1Cc1ccccc1)C(=O)c1ccccc1-2	0.2	-0.4	-1	4	10	1	-2.2	-5	28
Cc1ccc(S(=O)(=O)N2CCC(C(=O)N[C@H](C(=O)N3CCN(C)CC3)C(C)C)CC2)cc1	-0.1	-1.4	-3	-6	2	2	-4.1	4	-14
Cc1onc(-c2ccccc2Cl)c1C(=O)OCC(=O)Nc1ccc2c(c1)OCO2	-0.1	0.9	-1	-4	2	-1	-5.3	-6	56
CC(C)CC(=O)NC1(C(F)(F)F)C(=O)Nc2c1c(=O)n(C)c(=O)n2C (configuration not stated)	1.0	0.6	-1	-3	1	-2	-1.0	11	7

Following part:
Compound	TRPML3 ag	TRPN1 ag	Wee1 stabilizer	RBBP9 inh	BaF3 tox	Ba/F3 V617F tox	TNF death inh	PPC-1+TRAIL kill	CHOP inh
CC(/C=C/c1ccc(N(C)C)cc1)=N\N=C(/N)SC1CC(=O)N(c2ccc(C(=O)O)cc2)C1=O (configuration not stated)	0.9	2.6	3	-8	4	2	-1.6	54*	-16
Cc1c(C(=O)NCCSCc2cccc(C(F)(F)F)c2)cnn1-c1ccc(Cl)cc1	0.0	-1.1	3	-13	-3	0	-2.2	-10	-12
S=C(NCCCN1CCOCC1)NCCCN1CCOCC1	-0.2	-0.4	0	-7	10	1	0.3	-7	-16
CCSc1sccc1C1C(C#N)=C(N)N(c2cccnc2)C2=C1C(=O)CCC2 (configuration not stated)	0.9	0.2	2	-7	2	-3	5.0	9	13
COc1cc(Cl)c(C)cc1NC(=O)Cn1c(NCCO)nc2ccccc21	-0.4	0.9	5	-2	-2	6	2.2	20	3
COCC(=O)N(C)c1nnc(-c2cnc(C)cn2)s1	1.1	0.7	2	0	-3	-3	-2.5	11	0
Cc1ccccc1Nc1scc(-c2ccc(Br)cc2)[n+]1-c1ccccc1C	-0.3	0.2	2	0	5	2	-1.2	-5	25
Cc1cc(C(=O)NCCCN2CCOCC2)n(-c2ccccc2)n1	0.0	1.2	-1	-5	3	3	-0.8	3	17
Cc1nn(Cc2ccc(C(=O)N3CCOCC3)o2)c(C)c1Br	0.2	0.6	-2	2	8	4	1.6	10	15
CCN(CC)C(=O)C1CCC(CNS(=O)(=O)c2cccc3cccnc23)CC1 (configuration not stated)	0.6	1.6	-1	-2	2	0	-0.8	18	0
N#Cc1nc(-c2ccc(OCc3ccc(Cl)cc3)cc2)oc1NCc1cccnc1	0.6	-0.5	0	-1	0	-3	-0.1	4	28
COn1c(SCC(N)=O)nc2ccccc2c1=O	1.2	2.9	-2	-2	-1	-1	0.6	8	-5
COc1ccc(N2CCN(C(=S)NCc3ccc(C)cc3)CC2)cc1	1.0	0.5	1	-2	8	-1	0.0	-10	22
O=C(CSc1ccc(C(F)(F)F)cn1)Nc1ccccc1	-0.4	-2.0	7	5	-3	-4	0.7	14	14
CCN(Cc1ccccc1)C(=O)Cn1c(=O)n(-c2ccc(OC)cc2OC)c(=O)c2c(C)c(C)sc21	1.4	-0.2	-1	-1	5	1	0.1	-13	26
CCC(C)[C@H](NC(=O)NCc1cccs1)C(=O)OC (some centres not stated)	0.4	-0.5	1	10	-9	-5	3.7	-10	35
CCC(=O)Nc1cc2c(cc1C(=O)c1ccccc1)OCCO2	0.1	0.9	3	-2	2	-2	-0.1	5	-15
COc1ccc(-c2cc(=O)oc3c(C)c(O)c(CN(C)C)cc23)cc1	0.7	3.7	0	-12	0	-2	0.6	18	23
